Assay outcomes from PubChem BioAssay.
N370S GC: inhibits or activates N370S mutant glucocerebrosidase; N370S GC spleen homogenate, 4MU-glucoside fluorescence; Potency, µM (titrated, usually from 59.4 µM), for the others: top-dose activity change, negative = inhibition, usual class: inhibitors; 0.092% of 330,000 active; AID 2101;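 further: 0% = full enzyme activity and -100% = no enzyme basal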
DT40 TDP1 CPT: DT40-hTDP1 cell growth loss with CPT; AID 686979; Potency, µM (doses to about 46.2 µM), without a hit: at the highest dose activity change, negative = growth inhibition, most hits filed as inhibitors; chicken DT40 Tdp1-/-;hTDP1 cells + 20 nM CPT, ATP luminescence, 48 h; 12% of 420,000 active; further: nearly all actives have a fitted effect of over 55% in size
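Cell growth measured by CellTiter-Glo luminescence after a minimum 48 h, 37 C compound exposure with 20 nM CPT in Tdp1-knockout DT40 cells stably expressing hTDP1, seeded 400/well; qHTS titration format.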
FEN1 inhibitor: human FEN1 inhibition; P39748; Recombinant FEN1 flap cleavage, fluorescence, 15 min; Potency, µM (series often up to 114 µM), without a hit: at the highest dose activity change, negative = inhibition, actives largely listed as inhibitors; 0.35% of 390,000 active; AID 588795; further: nearly all actives have a fitted effect of over 65% in size
Target sequence (P39748 whole entry, looked up): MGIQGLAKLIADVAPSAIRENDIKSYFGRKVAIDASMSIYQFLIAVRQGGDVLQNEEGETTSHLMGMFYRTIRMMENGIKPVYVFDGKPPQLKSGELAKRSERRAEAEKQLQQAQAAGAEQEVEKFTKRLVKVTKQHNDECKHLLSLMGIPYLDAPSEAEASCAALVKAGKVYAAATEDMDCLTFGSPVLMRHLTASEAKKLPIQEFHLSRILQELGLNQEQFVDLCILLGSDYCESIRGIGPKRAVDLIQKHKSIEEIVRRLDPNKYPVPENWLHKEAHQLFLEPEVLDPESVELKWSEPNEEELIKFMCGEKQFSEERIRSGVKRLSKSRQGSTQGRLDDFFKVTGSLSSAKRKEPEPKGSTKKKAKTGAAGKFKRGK
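FEN1 at 10 nM, compound pretreatment for 15 min (room temperature), 50 nM final substrate to initiate; endpoint reads at 0 and 15 min; DMSO-only plates used as vehicle background.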
Active calls of the source: *; u = inconclusive; x = no result given. The call rests on the fitted dose curve; in most records, active means well fitted curve in the direction sought with a large enough effect; inconclusive means small, poorly fitted or top-dose-only effect, or another doubt; inactive means no such curve, though single readings can be large; an effect the other way counts as inactive or inconclusive. Unless noted, on the % scale 0 is the no-effect control and ±100 the full control effect; potency means the concentration at half of the fitted maximal effect. Only part of the results is shown, so the mix of outcomes need not match the whole.

O=C(NCCCN1CCCC1=O)c1nnc(Cc2c(F)cccc2Cl)o1
  N370S GC = 5.1%
  DT40 TDP1 CPT = u
  FEN1 inhibitor = 2.0%

O=C(N/N=C/c1ccc(N2CCOCC2)cc1)c1ccccn1
  N370S GC = -4.0%
  DT40 TDP1 CPT = -8.5%
  FEN1 inhibitor = -17.7%

CN1C(=O)C2C(c3ccc(N(C)C)cc3)=NN(Cc3ccccc3)C2C1=O (configuration not stated)
  N370S GC = -2.4%
  DT40 TDP1 CPT = 13.4%
  FEN1 inhibitor = -12.4%

Cc1ccc(Cn2cnc3ccccc32)cc1
  N370S GC = 5.3%
  DT40 TDP1 CPT = 14.6µM*
  FEN1 inhibitor = -8.7%

NS(=O)(=O)c1ccc(CNC(=O)c2ccc3c(=O)n4c(nc3c2)CCC4)cc1
  N370S GC = -4.1%
  DT40 TDP1 CPT = 23.4%
  FEN1 inhibitor = 0.2%

CCc1nc(SCc2ccc(F)cc2)n[nH]1
  N370S GC = 4.6%
  DT40 TDP1 CPT = -6.8%
  FEN1 inhibitor = 3.1%

CCOCCCNc1nc2c(C)cccn2c(=O)c1/C=C1\SC(=S)N(CC(C)C)C1=O
  N370S GC = 2.3%
  DT40 TDP1 CPT = -12.8%
  FEN1 inhibitor = -2.8%

COc1ccc(NC(=O)CCCc2ccccc2)cc1OC
  N370S GC = -0.7%
  DT40 TDP1 CPT = 26.8%
  FEN1 inhibitor = 0.5%

Cc1onc(C(=O)NN)c1C(=O)Nc1ncc(C(F)(F)F)cc1Cl
  N370S GC = -6.3%
  DT40 TDP1 CPT = -10.1%
  FEN1 inhibitor = 8.4%

Cc1cccc(NC(=O)CNC(=O)C(NC(=O)Cc2ccccc2)C(C)C)c1C (configuration not stated)
  N370S GC = x
  DT40 TDP1 CPT = -14.0%
  FEN1 inhibitor = 22.0%

Cc1ccc(C)c(NC(=O)C(c2ccccc2)N2CCN(CC(=O)NC3CC3)CC2)c1 (configuration not stated)
  N370S GC = -6.6%
  DT40 TDP1 CPT = -36.9%
  FEN1 inhibitor = -2.3%

O=C(NCc1ccco1)c1ccccc1NC(=O)C1CC(=O)N(c2ccc(Cl)cc2)C1 (configuration not stated)
  N370S GC = -10.7%
  DT40 TDP1 CPT = u
  FEN1 inhibitor = -8.6%

Cc1nc(NCc2ccco2)c2c(C)c(C)sc2n1
  N370S GC = 4.9%
  DT40 TDP1 CPT = 2.06µM*
  FEN1 inhibitor = 2.8%

C=CCn1c(SCC(=O)Nc2ccc(N3CCOCC3)cc2)nc2ccccc2c1=O
  N370S GC = -1.3%
  DT40 TDP1 CPT = -16.4%
  FEN1 inhibitor = 19.8%

COc1ccc(NC(=O)c2ccc3c(c2)OCO3)cc1[N+](=O)[O-]
  N370S GC = -7.9%
  DT40 TDP1 CPT = -1.4%
  FEN1 inhibitor = 10.0%

O=C(CCc1nc(-c2ccccc2Cl)no1)NCC1CCCO1 (configuration not stated)
  N370S GC = -9.9%
  DT40 TDP1 CPT = -12.3%
  FEN1 inhibitor = 0.2%

CC(C)=CC(=O)N1CCCc2ccccc21
  N370S GC = 1.8%
  DT40 TDP1 CPT = 0.6%
  FEN1 inhibitor = -9.7%

O=C(CSc1nccn1-c1ccc(Cl)cc1)Nc1nc2ccccc2s1
  N370S GC = x
  DT40 TDP1 CPT = -1.1%
  FEN1 inhibitor = -7.3%

Cc1nnc(C)c2c(C)n(Cc3ccc4c(c3)OCO4)c(C)c12
  N370S GC = -1.4%
  DT40 TDP1 CPT = 13µM*
  FEN1 inhibitor = -20.0%

O=C(CCN1CCCCC1)Nc1ccc(Br)cc1
  N370S GC = -4.3%
  DT40 TDP1 CPT = -17.4%
  FEN1 inhibitor = -3.8%

O=C(CN1CCN(C(=O)CNC(=O)c2ccc3c(c2)OCO3)CC1)Nc1cccc(F)c1
  N370S GC = x
  DT40 TDP1 CPT = -9.6%
  FEN1 inhibitor = 15.4%

Cc1ccc(C)c(NC(=O)C(OC(=O)c2ccc(C)s2)c2ccccc2)c1 (configuration not stated)
  N370S GC = 9.7%
  DT40 TDP1 CPT = -17.8%
  FEN1 inhibitor = 2.1%

Cc1nn(-c2ccccc2)cc1/C=N/O
  N370S GC = -10.4%
  DT40 TDP1 CPT = -11.6%
  FEN1 inhibitor = 0.4%

O=C(Nc1ccccc1N1CCCC1)c1cccc(-c2cc3ccccc3oc2=O)c1
  N370S GC = 11.0%
  DT40 TDP1 CPT = u
  FEN1 inhibitor = -0.8%

Cc1nc2nc(SCC(=O)Nc3cccc(F)c3)[nH]c2cc1Br
  N370S GC = u
  DT40 TDP1 CPT = u
  FEN1 inhibitor = 18.1%

O=C(c1cc2ccc3cccnc3c2[nH]1)N1CCN(c2cccc(Cl)c2)CC1
  N370S GC = x
  DT40 TDP1 CPT = u
  FEN1 inhibitor = 8.2%

CCc1ccc(/C=N/NC(=O)Cc2cccn2C)cc1
  N370S GC = -3.2%
  DT40 TDP1 CPT = 20.9%
  FEN1 inhibitor = -0.3%

CC(=O)N1CCN(c2ccc(NCc3ccc(C)s3)cc2)CC1
  N370S GC = -12.3%
  DT40 TDP1 CPT = -12.7%
  FEN1 inhibitor = u

COc1cccc2ccc(/C=C/c3ccc4c(c3)OCO4)nc12
  N370S GC = x
  DT40 TDP1 CPT = u
  FEN1 inhibitor = -8.2%

COc1ccc2c(c1)CC[C@@H]1[C@@H]2CC[C@]2(C)[C@@H](C(=O)O)C[C@@H]12
  N370S GC = 0.8%
  DT40 TDP1 CPT = -12.9%
  FEN1 inhibitor = 14.6%

Part of the list above, with two lines to a compound:
Fields – N370S GC	DT40 TDP1 CPT	FEN1 inhibitor
> COc1cccc2ccc(/C=C/c3ccc4c(c3)OCO4)nc12
  x	u	-8.2%
> COc1ccc2c(c1)CC[C@@H]1[C@@H]2CC[C@]2(C)[C@@H](C(=O)O)C[C@@H]12
  0.8%	-12.9%	14.6%

(next part)
O=C(OCCO)c1cc(Cl)c(C(=O)OCCO)cc1Cl
  N370S GC = 7.4%
  DT40 TDP1 CPT = -16.4%
  FEN1 inhibitor = -1.6%

CC(C)N(Cc1ccccc1)C(=S)NC(=O)C1(C)CC1(Cl)Cl (configuration not stated)
  N370S GC = 10.3%
  DT40 TDP1 CPT = u
  FEN1 inhibitor = 0.6%

CC(C)Nc1nnc(SC(C)C(=O)Nc2ccc(N3CCOCC3)cc2)s1 (configuration not stated)
  N370S GC = x
  DT40 TDP1 CPT = -4.3%
  FEN1 inhibitor = -2.1%

COc1ccc(CNC(=O)C(OC(C)=O)c2ccccn2)cc1 (configuration not stated)
  N370S GC = 4.0%
  DT40 TDP1 CPT = -3.2%
  FEN1 inhibitor = -1.4%

CN1CCN(S(=O)(=O)c2ccc(NC(=O)C3CCCO3)cc2)CC1 (configuration not stated)
  N370S GC = 3.0%
  DT40 TDP1 CPT = -0.8%
  FEN1 inhibitor = 9.6%

O=C(COc1ccc(S(=O)(=O)N2CCc3ccccc32)cc1Cl)NCc1ccccn1
  N370S GC = -13.7%
  DT40 TDP1 CPT = u
  FEN1 inhibitor = -17.7%

CN(Cc1c(F)cccc1Cl)C(=O)c1ccc(COc2ccccc2)cc1
  N370S GC = -29.0%
  DT40 TDP1 CPT = u
  FEN1 inhibitor = -15.6%

O=C(COC(=O)c1ccc[nH]c1=O)NC1CCCCC1
  N370S GC = 4.8%
  DT40 TDP1 CPT = -14.4%
  FEN1 inhibitor = -1.8%

CCCn1c(=O)c2sccc2n2c(CCCC(=O)N3CCN(c4ccc(OC)cc4)CC3)nnc12
  N370S GC = x
  DT40 TDP1 CPT = u
  FEN1 inhibitor = 15.9%

O=C(NCCN1C(=O)C2C3C=CC(C3)C2C1=O)Nc1ccccc1O (configuration not stated)
  N370S GC = -0.7%
  DT40 TDP1 CPT = -12.3%
  FEN1 inhibitor = 22.8%

Cc1ccc(-n2c(C)cc(C(=O)OCC(=O)N(C)C3CCS(=O)(=O)C3)c2C)cc1 (configuration not stated)
  N370S GC = 0.7%
  DT40 TDP1 CPT = 4.6%
  FEN1 inhibitor = 0.4%

O=Cc1cc(Cl)ccc1OCCN1CCC(Cc2ccccc2)CC1
  N370S GC = -15.6%
  DT40 TDP1 CPT = u
  FEN1 inhibitor = -24.6%

CCOC(=O)C1CCN(c2ccc([N+](=O)[O-])c(C(C)=O)c2)CC1
  N370S GC = -17.5%
  DT40 TDP1 CPT = 8.5%
  FEN1 inhibitor = -3.3%

Cc1onc(-c2ccccc2)c1C(N)=O
  N370S GC = -17.4%
  DT40 TDP1 CPT = 5.8%
  FEN1 inhibitor = -7.5%

CCSc1nnc(NC(=O)CCNC(=O)c2ccccc2Cl)s1
  N370S GC = x
  DT40 TDP1 CPT = -5.6%
  FEN1 inhibitor = 2.4%

Cc1nnc(NC(=O)CSc2nc3c([nH]c4ccccc43)c(=O)n2-c2ccccc2)s1
  N370S GC = x
  DT40 TDP1 CPT = -15.6%
  FEN1 inhibitor = -6.5%

O=C(CCC(=O)N1CCN(S(=O)(=O)c2ccc(Cl)cc2)CC1)NC1CCCc2ccccc21 (configuration not stated)
  N370S GC = 1.3%
  DT40 TDP1 CPT = u
  FEN1 inhibitor = -1.3%

CCOc1ccc(CNC(=O)C2CCN(c3nnc(-n4cccc4CNc4ccc(C)cc4)s3)CC2)cc1OC
  N370S GC = x
  DT40 TDP1 CPT = u
  FEN1 inhibitor = 17.2%

CC(C)(C)NC(=O)c1ccc2c(c1)CCO2
  N370S GC = -5.8%
  DT40 TDP1 CPT = -7.4%
  FEN1 inhibitor = -0.6%

CCN(C(=O)CN1CCN(c2ccccc2F)CC1)c1c(N)n(Cc2ccccc2)c(=O)[nH]c1=O
  N370S GC = -2.6%
  DT40 TDP1 CPT = 0.3%
  FEN1 inhibitor = 2.5%

CCC1CCC2(CC1)NC(=O)N(CC(=O)Nc1ccc(OC)cc1)C2=O (configuration not stated)
  N370S GC = -6.7%
  DT40 TDP1 CPT = -25.3%
  FEN1 inhibitor = -3.2%

O=C(Oc1ccc(Cl)c2cccnc12)N1CCCCC1
  N370S GC = -2.8%
  DT40 TDP1 CPT = 5.0%
  FEN1 inhibitor = -6.6%

Cc1ccc(N(CCC#N)C(=O)COC(=O)C2CCN(c3ccc(C(F)(F)F)cn3)CC2)cc1
  N370S GC = -9.9%
  DT40 TDP1 CPT = 1.5%
  FEN1 inhibitor = -17.2%

Clc1ccc(-c2nnnn2-c2ccc(Cl)c(Cl)c2)cc1Cl
  N370S GC = 1.6%
  DT40 TDP1 CPT = -19.0%
  FEN1 inhibitor = -14.9%

COc1ccc(CCNC(=O)C2=CC=CN3CCS(=O)(=O)N=C23)cc1
  N370S GC = x
  DT40 TDP1 CPT = -9.1%
  FEN1 inhibitor = 31.4%

O=C(/C=C/c1cccs1)NCc1cccnc1
  N370S GC = 0.5%
  DT40 TDP1 CPT = 22.7%
  FEN1 inhibitor = -2.7%

CC(C)C(c1nnnn1Cc1ccc(F)cc1)N1CCN(Cc2ccc3c(c2)OCO3)CC1 (configuration not stated)
  N370S GC = -12.5%
  DT40 TDP1 CPT = u
  FEN1 inhibitor = -19.7%

Molecules above that have an aryl methoxy group (nine):
COc1ccc(NC(=O)CCCc2ccccc2)cc1OC
  N370S GC = -0.7%
  DT40 TDP1 CPT = 26.8%
  FEN1 inhibitor = 0.5%

COc1ccc(NC(=O)c2ccc3c(c2)OCO3)cc1[N+](=O)[O-]
  N370S GC = -7.9%
  DT40 TDP1 CPT = -1.4%
  FEN1 inhibitor = 10.0%

COc1cccc2ccc(/C=C/c3ccc4c(c3)OCO4)nc12
  N370S GC = x
  DT40 TDP1 CPT = u
  FEN1 inhibitor = -8.2%

COc1ccc2c(c1)CC[C@@H]1[C@@H]2CC[C@]2(C)[C@@H](C(=O)O)C[C@@H]12
  N370S GC = 0.8%
  DT40 TDP1 CPT = -12.9%
  FEN1 inhibitor = 14.6%

COc1ccc(CNC(=O)C(OC(C)=O)c2ccccn2)cc1 (configuration not stated)
  N370S GC = 4.0%
  DT40 TDP1 CPT = -3.2%
  FEN1 inhibitor = -1.4%

CCCn1c(=O)c2sccc2n2c(CCCC(=O)N3CCN(c4ccc(OC)cc4)CC3)nnc12
  N370S GC = x
  DT40 TDP1 CPT = u
  FEN1 inhibitor = 15.9%

CCOc1ccc(CNC(=O)C2CCN(c3nnc(-n4cccc4CNc4ccc(C)cc4)s3)CC2)cc1OC
  N370S GC = x
  DT40 TDP1 CPT = u
  FEN1 inhibitor = 17.2%

CCC1CCC2(CC1)NC(=O)N(CC(=O)Nc1ccc(OC)cc1)C2=O (configuration not stated)
  N370S GC = -6.7%
  DT40 TDP1 CPT = -25.3%
  FEN1 inhibitor = -3.2%

COc1ccc(CCNC(=O)C2=CC=CN3CCS(=O)(=O)N=C23)cc1
  N370S GC = x
  DT40 TDP1 CPT = -9.1%
  FEN1 inhibitor = 31.4%
